# Pin1 inhibitor – blocks the human prolyl isomerase Pin1; Q13526; Pin1 FP peptide displacement, HiFluor488, 10 min; Potency, µM (highest dose often 115 µM), for the others: at the highest dose activity, negative = inhibition, most hits filed as inhibitors; actives 0.009% (n = 390,000); AID 504891; active means well fitted inhibition curve with a large enough effect in the polarisation, with a control signal flat, not every such curve was filed as active; inconclusive means small, poorly fitted or top-dose-only effect, or effect the other way, or a change in a side signal; inactive means no such curve, though single readings can be large or run the other way; the % refers to the polarisation; further: potency means the concentration at half of the fitted maximal effect; on the % scale 0 is the no-effect control and ±100 the full control effect
# Target sequence (Q13526 whole entry, looked up): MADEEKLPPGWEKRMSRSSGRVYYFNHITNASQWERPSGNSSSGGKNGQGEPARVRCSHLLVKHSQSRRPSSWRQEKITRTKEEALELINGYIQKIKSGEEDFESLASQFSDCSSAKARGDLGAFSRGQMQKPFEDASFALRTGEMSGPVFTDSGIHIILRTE
# BAZ2B block – inhibitors of human BAZ2B bromodomain; AID 504333; Q9UIF8; AlphaScreen BAZ2B-H3K14Ac peptide displacement; Potency, µM (series often up to 114 µM), for inactives: at the highest dose activity change, negative = inhibition, hits mostly inhibitors; actives 4.4% (n = 360,000); further: potency means the concentration at half of the fitted maximal effect; on the % scale 0 is the no-effect control and ±100 the full control effect; nearly all actives have a fitted effect of over 60% in size
#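 AlphaScreen luminescence quantifies BAZ2B engagement of H3K14Ac peptide; the protein and biotinylated peptide are both at 50 nM final, buffer PBS pH 7.4 with 0.01% Tween-20, all steps at room temperature.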
# PI4K2A inh – PI4K2A (human) kinase inhibition. Q9BTU6. purified PI4K2A, ADP-Glo luminescence, 1 h; stronger effect = lower value. activity change, negative = inhibition, % at 76.9 µM. actives 0.13% (n = 420,000); in the data active means activity change below about -50%; inconclusive means mostly about -30% to -49%;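 further: -100% = wells without enzyme as full effect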
# Target sequence (Q9BTU6 whole entry, looked up): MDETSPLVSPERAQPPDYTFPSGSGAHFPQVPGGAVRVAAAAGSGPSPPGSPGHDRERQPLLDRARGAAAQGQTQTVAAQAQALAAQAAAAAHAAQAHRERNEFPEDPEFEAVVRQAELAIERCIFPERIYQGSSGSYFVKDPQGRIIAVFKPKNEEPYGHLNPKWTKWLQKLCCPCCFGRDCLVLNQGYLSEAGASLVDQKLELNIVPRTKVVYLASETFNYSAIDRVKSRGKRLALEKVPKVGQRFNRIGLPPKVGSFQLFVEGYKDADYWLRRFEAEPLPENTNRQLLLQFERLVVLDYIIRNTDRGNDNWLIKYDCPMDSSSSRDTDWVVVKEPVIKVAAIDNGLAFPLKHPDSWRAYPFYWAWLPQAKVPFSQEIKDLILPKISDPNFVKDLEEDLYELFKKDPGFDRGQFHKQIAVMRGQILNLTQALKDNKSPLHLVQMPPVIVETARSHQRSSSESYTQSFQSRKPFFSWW
#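 In this quantitative HTS, ADP production by PI4K2A was quantified luminescently after 1 h at ambient temperature; 100 microM adenosine served as plate-quality control.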
# JMJD2A Tudor inh – blocks the human JMJD2A Tudor domain | Potency, µM (highest dose often 114 µM), for inactives: at the top dose activity change, negative = inhibition, usual class: inhibitors | actives 4.4% (n = 390,000) | AlphaScreen JMJD2A-Tudor / H3K4me3 peptide binding | AID 504339; further: potency means the concentration at half of the fitted maximal effect; on the % scale 0 is the no-effect control and ±100 the full control effect; nearly all actives have a fitted effect of over 50% in size
# HP1b chromo inh – inhibitors of HP1-beta chromodomain binding to methylated histone tails; P83916; AlphaScreen HP1-beta / biotin-H3K9me3 peptide binding; AID 540317; Potency, µM (series often up to 114 µM), for inactives: at the highest dose activity change, negative = inhibition, usual class: inhibitors; actives 0.56% (n = 390,000); further: potency means the concentration at half of the fitted maximal effect; nearly all actives have a fitted effect of over 70% in size; inactives centre near 23
#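 HP1-beta protein (50 nM final) preincubated 30 min at room temperature with biotinylated H3(1-18)K9me3 peptide (50 nM) in PBS pH 7.4, 0.01% Tween-20, then compound added for 30 min. AlphaScreen streptavidin donor/nickel chelate acceptor beads (10 ug/mL final), 30 min dark, luminescence read.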
# GLS inhibitor – inhibitors of human glutaminase (GLS). O94925. GLS enzymatic activity, qHTS titration. Potency, µM (top dose mostly 45.5 µM), for the others: top-dose activity change, negative = inhibition, usual class: inhibitors. actives 0.21% (n = 410,000). AID 624170; further: potency means the concentration at half of the fitted maximal effect; on the % scale 0 is the no-effect control and ±100 the full control effect
#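 Compounds were pin-transferred onto hKGA, after which L-glutamine (1 mM solution) and a detection mix of glutamate oxidase, HRP and Amplex Red were added. Initial and 30 min RT fluorescence reads were collected.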
# POLH inh – inhibitors of human DNA polymerase eta. recombinant Pol eta, fluorescent DNA replication assay. actives 1.2% (n = 390,000). AID 588591. Potency, µM (series often up to 114 µM), for the others: at the top dose activity change, negative = inhibition, actives largely listed as inhibitors; further: potency means the concentration at half of the fitted maximal effect; on the % scale 0 is the no-effect control and ±100 the full control effect
#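 Pol eta (10 nM) was preincubated with compounds for 15 min at room temperature, after which fluorescent replication substrate (50 nM final) was added to start the reaction. Fluorescence was read kinetically at 0 and 10 min.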
# PGK inhibitor – blocks T. brucei phosphoglycerate kinase; PGK/GAPDH coupled, Kinase-Glo luminescence, 60 min; Potency, µM (titrated, usually from 57.5 µM), for the others: top-dose activity change, negative = inhibition, actives largely listed as inhibitors; actives 0.043% (n = 380,000); P07378; AID 602233; further: potency means the concentration at half of the fitted maximal effect; on the % scale 0 is the no-effect control and ±100 the full control effect; nearly all actives have a fitted effect of over 60% in size
#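 Recombinant glycosomal PGK reaction used 1,3-bisphosphoglycerate generated in-well by GAPDH (100nM final) in 100mM TEA pH 7.6, 5mM MgCl2, 0.01% Tween-20. After 60 minutes at room temperature, ATP was read by Kinase-Glo Plus luminescence end-point.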
# G9a inh – blocks human histone lysine methyltransferase G9a; Q96KQ7; G9a H3K9 monomethylation, AlphaScreen, 2 h; Potency, µM (doses to about 102 µM), for inactives: top-dose activity, negative = inhibition, hits mostly inhibitors; actives 8.8% (n = 350,000); AID 504332; further: potency means the concentration at half of the fitted maximal effect; on the % scale 0 is the no-effect control and ±100 the full control effect; nearly all actives have a fitted effect of over 75% in size
# Target sequence (Q96KQ7 913-1193 limits assumed): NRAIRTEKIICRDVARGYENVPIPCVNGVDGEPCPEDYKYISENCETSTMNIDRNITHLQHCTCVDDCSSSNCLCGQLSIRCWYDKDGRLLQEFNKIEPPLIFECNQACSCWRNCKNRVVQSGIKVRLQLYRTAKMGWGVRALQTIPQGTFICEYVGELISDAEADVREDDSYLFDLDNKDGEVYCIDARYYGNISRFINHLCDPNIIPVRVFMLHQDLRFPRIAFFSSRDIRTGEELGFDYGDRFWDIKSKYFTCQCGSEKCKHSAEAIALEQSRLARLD
#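 Readings reflect AlphaScreen signal from monomethyl-H3K9 antibody detection. HMT at 20 nM; substrate b-H3K9 500 nM; cofactor SAM 20 uM; 2 h RT reaction; compounds tested as titrations in qHTS with 15 min preincubation.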
# Starred values were filed as active, the others as inactive; i = inactive; ? = inconclusive; / = no result given; [ ] = remark or other dose. Unless noted, the call rests on the fitted dose curve; in most records, active means well fitted curve in the direction sought with a large enough effect; inconclusive means small, poorly fitted or top-dose-only effect, or another doubt; inactive means no such curve, though single readings can be large; an effect the other way counts as inactive or inconclusive. This is a subset, so the mix of outcomes need not match the whole.
# Order of values: Pin1 inhibitor, BAZ2B block, PI4K2A inh, JMJD2A Tudor inh, HP1b chromo inh, GLS inhibitor, POLH inh, PGK inhibitor, G9a inh
Cc1ccc(-c2cc(C(=O)Nc3cc(C)on3)c3ccccc3n2)c(C)c1
    20%, -15%, -11, -26%, 30%, -1%, -15%, 0%, ?
O=C(Nc1ccc(F)cc1F)c1cc(CN2CCOCC2)on1
    -1%, -8%, -1, -11%, -4%, -2%, -14%, -10%, 1%[59 µM]
Cc1ccc(NC(=O)C(C)OC(=O)COc2cccc(C(F)(F)F)c2)cc1 (stereo not drawn)
    -11%, 7%, 0, 8%, 57%[activator], 4%, -10%, 1%, ?
COc1cccc(/C=C2\N=C(c3c(-c4ccccc4)noc3C)OC2=O)c1
    -3%, 1%, 5, ?, 17%, ?, -1%, -7%, -39%[12.7 µM]
CC(Nc1ncnc2c1cnn2-c1cccc(Cl)c1)c1ccccc1 (stereo not drawn)
    2%, 22%, -12, 6%, 84%[activator], 0%, -22%, i, 27%[59 µM]
CCOC(=O)N1CCN(C(=O)c2ccc3c(=O)n(CCOC)c(=O)[nH]c3c2)CC1
    2%, 0%, 4, -16%, 17%, 0%, -16%, -1%, 1%[2.33 µM]
O=C(C1=NN[C@@H]2C(=O)N(c3ccccc3C(F)(F)F)C(=O)[C@H]12)c1cnccn1
    -7%, -23%, 3, -2%, 65%[activator], -1%, -14%, i, ?
O=C1OCc2cc(NC(=O)C3CCCCC3)ccc21
    3%, 7%, 2, -15%, 18%, 1%, -16%, 2%, 6%[12.7 µM]
O=C(Nc1c2c(nn1-c1ccccc1)CS(=O)(=O)C2)c1ccccc1Br
    -4%, -4%, 4, -3%, 27%, 0%, -19%, 0%, 23%
Cc1nc2ncnn2c(N2CCN(c3cccc(C(F)(F)F)c3)CC2)c1C
    6%, ?, -5, -13%, 27%, 2%, -18%, i, -40%[12.7 µM]
COc1ccc(C(=O)CCS(=O)(=O)c2ccc(C)cc2)cc1OC
    -5%, 3%, 12, -18%, 49%[activator], -10%, -17%, -3%, -22%
O=C(N/N=C/c1ccc(N2CCOCC2)o1)c1cccc(F)c1
    4%, 2%, -2, ?, -3%, -4%, -17%, -10%, 7.1µM*
Cc1cccc(N2CCN(C(c3ccc(N(C)C)cc3)c3nnnn3C(C)(C)C)CC2)c1C (stereo not drawn)
    -3%, -6%, 1, ?, -21%, 26%, -11%, 2%, ?
Cc1ccc(S(=O)(=O)N(C)CC(=O)OCC(=O)NCCc2ccc(S(N)(=O)=O)cc2)cc1
    2%, /, -2, -17%, 34%[activator], 2%, -19%, -3%, /
Cc1cc(C)c(S(=O)(=O)N2CCCC(C(=O)N3CCOCC3)C2)c(C)c1 (stereo not drawn)
    -6%, -2%, 0, -1%, 24%, -8%, -9%, -6%, -9%
Cc1ccc(Cl)cc1NC(=O)CCS(=O)(=O)c1ccc(Br)s1
    -6%, -12%, 0, -32%, -9%, 2%, ?, -3%, -48%[59 µM]
COc1ccc(/C=C/C(=O)NC2CCCCCC2)cc1S(=O)(=O)N1CCOCC1
    -2%, 7%, -3, -10%, 29%, 9%, -2%, -8%, 27%[59 µM]
CCOC(=O)C1=C(COC(=O)Cc2ccccc2F)NC(=O)NC1C (stereo not drawn)
    -5%, 6%, 0, -2%, 20%, -12%, -14%, -3%, -1%[12.7 µM]
COC(=O)c1ccc(C(=O)NC(=S)Nc2nc3c(s2)CC(C)CC3)cc1 (stereo not drawn)
    -1%, 3%, -2, -15%, 39%, -4%, 0%, -7%, 4%[59 µM]
CCC(CC)COC(=O)C1=C(C)NC(=O)NC1c1cccc([N+](=O)[O-])c1 (stereo not drawn)
    15%, 0%, -2, -16%, 36%, -3%, -12%, i, -8%

# Quoted from the entries so far (8 entries):
# Order of values: Pin1 inhibitor, BAZ2B block, PI4K2A inh, JMJD2A Tudor inh, HP1b chromo inh, GLS inhibitor, POLH inh, PGK inhibitor, G9a inh
Cc1cccc(N2CCN(C(c3ccc(N(C)C)cc3)c3nnnn3C(C)(C)C)CC2)c1C (stereo not drawn)
    -3%, -6%, 1, ?, -21%, 26%, -11%, 2%, ?
Cc1ccc(S(=O)(=O)N(C)CC(=O)OCC(=O)NCCc2ccc(S(N)(=O)=O)cc2)cc1
    2%, /, -2, -17%, 34%[activator], 2%, -19%, -3%, /
Cc1cc(C)c(S(=O)(=O)N2CCCC(C(=O)N3CCOCC3)C2)c(C)c1 (stereo not drawn)
    -6%, -2%, 0, -1%, 24%, -8%, -9%, -6%, -9%
Cc1ccc(Cl)cc1NC(=O)CCS(=O)(=O)c1ccc(Br)s1
    -6%, -12%, 0, -32%, -9%, 2%, ?, -3%, -48%[59 µM]
COc1ccc(/C=C/C(=O)NC2CCCCCC2)cc1S(=O)(=O)N1CCOCC1
    -2%, 7%, -3, -10%, 29%, 9%, -2%, -8%, 27%[59 µM]
CCOC(=O)C1=C(COC(=O)Cc2ccccc2F)NC(=O)NC1C (stereo not drawn)
    -5%, 6%, 0, -2%, 20%, -12%, -14%, -3%, -1%[12.7 µM]
COC(=O)c1ccc(C(=O)NC(=S)Nc2nc3c(s2)CC(C)CC3)cc1 (stereo not drawn)
    -1%, 3%, -2, -15%, 39%, -4%, 0%, -7%, 4%[59 µM]
CCC(CC)COC(=O)C1=C(C)NC(=O)NC1c1cccc([N+](=O)[O-])c1 (stereo not drawn)
    15%, 0%, -2, -16%, 36%, -3%, -12%, i, -8%

# Other records.
# Order of values: Pin1 inhibitor, BAZ2B block, PI4K2A inh, JMJD2A Tudor inh, HP1b chromo inh, GLS inhibitor, POLH inh, PGK inhibitor, G9a inh
CCOc1ccccc1-n1nnc(-c2nc(-c3ccccc3)no2)c1N
    -3%, -8%, 2, -7%, 34%, -1%, -19%, -7%, -1%[59 µM]
COc1ccc(S(=O)(=O)N2CCN(C(C)C(=O)Nc3ccc(C(C)C)cc3)CC2)cc1 (stereo not drawn)
    40%[activator], 7%, -4, -12%, 20%, 7%, -10%, 0%, -9%[59 µM]
c1cnc(N2CCN(c3ccc4ccccc4n3)CC2)nc1
    -9%, 6%, -3, 9%, 43%[activator], -9%, -5%, i, 9%
O=C(CNS(=O)(=O)c1ccc2c(c1)OCCCO2)N1CCN(Cc2ccccc2)CC1
    -5%, -5%, 1, -13%, 41%[activator], 5%, -18%, -9%, 3%[59 µM]
O=C(CCc1ccccc1)NCCc1cccs1
    -7%, 14%, -2, -11%, 33%, 0%, -17%, -10%, 32%
Cc1ccc2nc(N3CCC(C(=O)N4CCN(c5cccc(Cl)c5)CC4)CC3)[nH]c2c1
    -3%, 71µM*, -2, 56µM*, 0%[57 µM], 3%, -8%, -1%, -36%[59 µM]
CC(=O)NS(=O)(=O)c1ccc(NC(=O)COc2ccc(C(=O)c3ccccc3)cc2)cc1
    -3%, -19%, -1, -8%, 13%, 16%, -12%, 20%, -40%[59 µM]
CC1(c2ccc([N+](=O)[O-])cc2)NC(=O)NC1=O (stereo not drawn)
    -3%, -13%, 2, -14%, 33%, 3%, 5%, 6%, 11%
COc1cccc(N2CCN(CC(=O)Nc3ccc(S(=O)(=O)N4CCCCCC4)cc3)CC2)c1
    10%, -10%, -1, ?, -13%, 20%, -11%, 2%, 20%[12.7 µM]
Cc1ccc(Cl)cc1N1CCN(Cc2nnnn2Cc2ccco2)CC1
    10%, 0%, -1, -15%, 17%, 15%, -20%, 7%, ?
COC(=O)C1=C(C)NC(=O)/C1=C\N(C)C
    ?, -11%, -3, -8%, 36%[activator], -10%, -7%, 4%, 40µM*
Cc1ccc(OCC(=O)N/N=C\c2ccc(O)cc2)c([N+](=O)[O-])c1
    5%, -3%, -1, -10%, 19%, 2%, -20%, 0%, 24%
NS(=O)(=O)c1ccc(CCNC(=O)CCNS(=O)(=O)c2ccccc2C(F)(F)F)cc1
    1%, 5%, 1, -1%, 39%, 0%, -23%, -1%, 3%[2.33 µM]
O=C(c1ccc2c(=O)n(Cc3ccccc3)c(=S)[nH]c2c1)N1CCOCC1
    -1%, -2%, 1, -4%, 35%, -1%, -10%, -6%, ?
COc1ccc(OCCSc2nc3ccccc3c(=O)[nH]2)cc1
    5%, -5%, -14, -6%, 8%, 5%, -4%, 0%, 3%
CCOC(=O)CN(C(=O)COc1nc(C)cc(C)c1C#N)c1cccc(Cl)c1
    -15%, 8%, 3, -9%, 37%[activator], 0%, -2%, 0%, /
Cn1c(=O)c2c(nc(SCC(=O)Nc3ccccc3)n2Cc2ccccc2F)n(C)c1=O
    -1%, -2%, 5, 5%, 34%, -6%, /, /, 0%[59 µM]
COc1ccc(-c2noc(CSc3nnc(-c4ccncc4)n3-c3ccc(F)cc3)n2)cc1OC
    0%, -3%, 0, -21%, 2%, 6%, 2%, -2%, ?
Cc1cc(SCC(=O)Nc2ccccc2)nc(C)n1
    2%, -6%, 2, 9%, 36%, -3%, -7%, -1%, -5%[59 µM]
O=C(Nc1cccc(NC(=O)C2CCCO2)c1)C1CCCO1 (stereo not drawn)
    9%, 0%, -2, -6%, 33%, 7%, 5%, 4%, 78%[activator]

# One compound at a time, from the list above. Order of screens: Pin1 inhibitor | BAZ2B block | PI4K2A inh | JMJD2A Tudor inh | HP1b chromo inh | GLS inhibitor | POLH inh | PGK inhibitor | G9a inh
# Results for COc1ccc(-c2noc(CSc3nnc(-c4ccncc4)n3-c3ccc(F)cc3)n2)cc1OC : 0% | -3% | 0 | -21% | 2% | 6% | 2% | -2% | ?
# Results for CC(=O)NS(=O)(=O)c1ccc(NC(=O)COc2ccc(C(=O)c3ccccc3)cc2)cc1 : -3% | -19% | -1 | -8% | 13% | 16% | -12% | 20% | -40%[59 µM]

# Assay outcomes deposited in PubChem by National Center for Advancing Translational Sciences (NCATS).
